Assay outcomes (PubChem BioAssay)
PKA-R2B act: PKA-R2B complex activation. 0.079% of 340,000 active. PKA-R2B holoenzyme dissociation, Cy5-IP20 fluorescence polarization; R2B truncated from residue 108, S112A mutant; 0% DMSO only, 100% 113 µM cGMP. P22694+P31323. AID 504700. activation, % at 11.4 µM;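 active = activation above a cutoff set at the mean over all compounds plus 3 SD, cut at about 18% in these data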;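 also: higher means more holoenzyme dissociation and a rise in polarization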
dFosB activator: mouse delta FosB homodimer activation; P13346; purified delta FosB, TAMRA-CDK5 oligo fluorescence polarization; percent of positive-control signal above neutral wells; activation, % at 25 µM; 0.99% of 340,000 active; AID 493131;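 active = mean activation above about 17%, with every replicate also reaching it, limit read from the data, passing the limit was not always enough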;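 also: fluorescence polarization rise as delta FosB binds a TAMRA Cdk5 AP-1 oligo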
DSG3 Ab inh: blocks pemphigus antibody binding to human desmoglein-3; DSG3-coupled beads, scFv-anti-DSG3-GFP binding, flow cytometry; active compounds read low; P32926; AID 588358; binding (percent of control), % at 10 µM; 0.48% of 310,000 active;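 active = binding more than 3 SD below its plate's average and above zero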;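 also: hits lower antibody fragment binding to DSG3; some compounds called inactive have numbers as strong as hits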
Target sequence (P32926 whole entry, looked up, the tested form may be a part): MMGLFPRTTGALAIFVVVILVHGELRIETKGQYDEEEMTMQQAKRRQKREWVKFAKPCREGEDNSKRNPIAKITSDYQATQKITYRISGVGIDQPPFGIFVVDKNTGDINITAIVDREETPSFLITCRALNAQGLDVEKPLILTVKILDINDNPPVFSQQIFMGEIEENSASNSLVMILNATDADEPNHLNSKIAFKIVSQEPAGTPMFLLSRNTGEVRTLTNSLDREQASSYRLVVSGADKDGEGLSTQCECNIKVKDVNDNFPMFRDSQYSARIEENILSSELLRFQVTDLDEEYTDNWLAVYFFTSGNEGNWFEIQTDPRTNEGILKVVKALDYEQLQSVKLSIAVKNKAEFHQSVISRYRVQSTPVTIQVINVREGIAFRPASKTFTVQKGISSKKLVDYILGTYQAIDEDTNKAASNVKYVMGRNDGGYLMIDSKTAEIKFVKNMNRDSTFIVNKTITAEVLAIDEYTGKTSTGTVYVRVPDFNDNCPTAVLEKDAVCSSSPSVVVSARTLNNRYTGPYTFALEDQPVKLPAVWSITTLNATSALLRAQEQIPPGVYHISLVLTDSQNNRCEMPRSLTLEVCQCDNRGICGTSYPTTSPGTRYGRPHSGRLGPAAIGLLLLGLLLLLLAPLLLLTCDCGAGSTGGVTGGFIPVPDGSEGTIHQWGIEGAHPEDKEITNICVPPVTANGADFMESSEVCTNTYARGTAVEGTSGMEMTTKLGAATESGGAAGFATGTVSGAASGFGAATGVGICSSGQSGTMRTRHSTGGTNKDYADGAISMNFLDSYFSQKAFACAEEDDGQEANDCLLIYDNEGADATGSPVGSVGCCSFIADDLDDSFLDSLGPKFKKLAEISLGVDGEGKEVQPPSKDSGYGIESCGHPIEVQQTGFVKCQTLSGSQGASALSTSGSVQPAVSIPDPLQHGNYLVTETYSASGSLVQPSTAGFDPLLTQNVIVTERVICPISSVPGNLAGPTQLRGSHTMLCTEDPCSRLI
CDK5 p35 inh: CDK5/p35 (human) kinase inhibition. Q00535+Q15078. Recombinant CDK5/p35, ADP-Glo luminescence, 60 min. inhibition, % at 10 µM. AID 488839. 0.01% of 330,000 active;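 active = highest replicate inhibition of at least 50% and at least 75% of replicates reaching 50%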;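 also: plate controls were DMSO neutral control for no effect and GW8510 at 10 µM for full effect; many of its hits are not listed in these tables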
Arrestin-AP2 inh: inhibitors of human beta-arrestin and AP2 interaction; inhibition, % at 10 µM; 0.31% of 340,000 active; AID 504490; FITC-arrestin peptide / GST-AP2 beads, flow cytometry; AP2 beta2 appendage carries R879A mutation;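 active = inhibition above a set limit, near 3 SD of compounds lacking own fluorescence, cut at about 54% in these data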;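 also: plate controls were DMSO wells for no effect and 5 µM unlabelled arrestin peptide for full effect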
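system = GST-tagged AP2 beta2-adaptin appendage (R879A) on 4 µm glutathione beads | reagent = FITC-labelled arrestin peptide probe, 50 nM final | schedule = compound with beads 12 min RT, then probe 1 h RT | signal = HyperCyt-sampled flow cytometry, FL1 channel, ex 488/em 535 nm | read-out = percent response from loss of bead-bound FITC fluorescence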
SR-BI DiI-HDL act: activators of SR-BI mediated HDL lipid uptake. AID 504775. 0.096% of 320,000 active. activation, % at 12.5 µM. CHO ldlA[mSR-BI] cells, DiI-HDL uptake fluorescence, 3 h; 100 = double the neutral-control signal;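 active = mean replicate activation of at least 60% and every replicate at or above 60%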;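 also: 0% = median plate neutral-control signal and 100% = twice that signal; values of inactives mirror those of a sister screen read the other way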
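Assay system: CHO ldlA[mSR-BI] cells, LDL receptor-null, SR-BI overexpressing; medium: Ham's F12 with 0.5% BSA, HEPES 25 mM, pH 7.4; also added: DiI-HDL 10 µg/mL; timing: 3 h uptake period with compound, 37 °C; signal: DiI fluorescence, bottom read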
SR-BI DiI inh: inhibitors of mouse SR-BI mediated HDL lipid uptake | 0.96% of 320,000 active | ldlA[mSR-BI] CHO cells, DiI-HDL uptake fluorescence, 3 h | inhibition, % at 12.5 µM;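 active = mean replicate inhibition of at least 70% and a set share of replicates each scoring 70 or more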;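 also: 0% = median of neutral control wells and 100% = median of positive control wells; values of inactives mirror those of a sister screen read the other way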
PKA-R1A act: PKA-R1A complex activation; 0.083% of 340,000 active; activation, % at 11.4 µM; PKA-R1A dissociation, Cy5-IP20 fluorescence polarization; scaled: DMSO 0%, 113 µM cGMP 100%; P00514+P68181; AID 504707;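 active = percent activation above the mean of all tested compounds plus 3 SD, cut at about 19% in these data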;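 also: higher means more PKAc released from R1A so a rise in polarization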
Mot1-301 SUMO: inhibitors of SUMOylation pathway: yeast Mot1-301 growth rescue; S. cerevisiae Mot1-301 growth rescue, ATP luminescence, 38.5C; percent above DMSO median, 100 means doubled; growth rescue, % at 18.8 µM; 1% of 320,000 active; AID 2716;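 active = every valid replicate shows activation above 250% relative to neutral control wells; inactive = the rest, any valid replicate at or below 250%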;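 also: OY570 slx delta 5 strain wells were the positive control but not used for scaling; some compounds called inactive have numbers as strong as hits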
MITF act: activators of MITF-driven TRPM1 promoter activity in SK-MEL-5 cells | SK-MEL-5 TRPM1-promoter luciferase, 24 h; % of positive control, neutral wells = 0 | activation, % at 12.5 µM | 0.75% of 300,000 active;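 active = mean activation of at least 80% with every replicate also reaching 80%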;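 also: 0% = neutral control wells and 100% = parthenolide positive control wells; values of inactives mirror those of a sister screen read the other way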
NSD2 HMT inh: blocks human histone methyltransferase NSD2 | O96028 | NSD2 peptide methylation, AlphaScreen, 120 min | inhibition, % at 12.5 µM | 0.54% of 310,000 active; in the data active = inhibition above about 50%
Active calls of the source: *; / = not tested or not shown.

SMILES | PKA-R2B act | dFosB activator | DSG3 Ab inh | CDK5 p35 inh | Arrestin-AP2 inh | SR-BI DiI-HDL act | SR-BI DiI inh | PKA-R1A act | Mot1-301 SUMO | MITF act | NSD2 HMT inh
O=C(Nc1ccc(N2CCN(c3ccc(C(F)(F)F)cn3)CC2)nc1)c1cccs1 | 10 | -14 | 108 | -1.0 | 14 | 15 | -16 | -3 | -20 | 8 | -2
Cc1ccc(C(=O)NC(CCc2ccccc2)C(=O)O)cc1 (stereo not drawn) | 1 | 2 | 100 | 0.7 | 23 | 13 | -13 | -2 | / | 3 | /
CCOC(=O)CSc1cc(=O)n(CC)c2ccccc12 | 4 | -1 | / | 2.1 | 8 | / | -10 | 3 | 171 | -1 | -2
COc1ccc(/C=C/c2cccc[n+]2C)c(O)c1 | -11 | -2 | 116 | -1.6 | -1 | -11 | 11 | -3 | -7 | / | 11
Cc1ccc(-c2[nH]nc3c2C(c2ccoc2)C(C#N)=C(N)O3)cc1C (stereo not drawn) | -14 | -15 | 123 | 1.2 | -3 | 24 | -24 | 0 | -5 | -4 | /
Cc1cccc(NC(=O)c2cccnc2)c1C | 1 | -4 | 93 | -0.3 | -13 | 4 | -4 | -5 | 116 | 7 | 4
O=C1Nc2ccccc2/C1=C/c1ccccc1Cl | -15 | -18 | 96 | 2.6 | -1 | -5 | 5 | -2 | -8 | -2 | -1
COC(=O)c1c(NC(=O)C2Cc3ccccc3C(=O)O2)sc2c1CCCC2 (stereo not drawn) | -5 | 3 | 86 | -0.2 | -6 | -50 | 50 | 7 | 16 | 20 | 50
CCCCn1c(=O)[nH]c(=O)c2c1nc(-c1ccc3ccccc3c1)n2CC | 0 | 2 | 97 | 0.6 | 17 | -46 | 46 | -1 | 118 | -5 | 1
Cn1ncc(C#N)c1NC(=O)C1CC(c2c(F)cccc2Cl)=NO1 (stereo not drawn) | -6 | -7 | 123 | 0.6 | 10 | 14 | -14 | -8 | -26 | -5 | -2
CCCC(=O)Nc1nn(C)c2nc3ccc(C)cc3cc12 | -6 | -4 | 98 | 0.0 | -16 | -22 | 22 | -8 | 19 | 21 | -1
CCOC(=O)N1CCN(c2cc(C)c([N+](=O)[O-])cc2F)CC1 | 2 | -8 | 97 | -0.3 | 8 | -13 | 13 | 6 | 396 | 15 | -2
CCC(CC)C(=O)Nc1nnc(S(=O)(=O)N2c3ccccc3CC2C)s1 (stereo not drawn) | -8 | 0 | -14* | -2.2 | -4 | -23 | 23 | -6 | -4 | -3 | /
CN(Cc1ccccc1)C(=O)CSc1nc2ccccc2c(=O)n1Cc1ccco1 | -3 | -16 | 106 | -4.8 | 1 | 0 | 0 | -3 | -9 | -16 | 0
COc1ccccc1/C=C/CN1CCOCC1 | 7 | -1 | / | -4.5 | 5 | 12 | -12 | -5 | 1 | 0 | -1
CCOC(=O)C1=C(C)NC(=O)NC1c1ccccc1Cl (stereo not drawn) | -10 | 4 | 104 | 0.3 | -7 | 37 | -37 | -7 | -1 | / | 4
O=C(O)Cc1sc(Nc2cccc3ccccc23)nc1-c1ccc(F)cc1 | -1 | -6 | 89 | -0.4 | -2 | -27 | 27 | -2 | 16 | -19 | 1
COc1cc(OC)c2ccc(=O)oc2c1C(CC(=O)N1CCOCC1)c1ccc(N(C)C)cc1 (stereo not drawn) | -1 | -3 | 98 | -2.3 | 11 | 29 | -29 | 0 | -9 | 8 | /
Cn1c(=O)c2c(nc(N3CCc4ccccc4C3)n2Cc2ccc(Br)cc2)n(C)c1=O | -5 | -2 | 106 | -0.9 | -12 | -2 | 2 | 7 | -6 | -6 | /
c1cncc(-c2nnc(-c3cccs3)o2)c1 | 8 | -3 | 81 | -1.1 | 22 | 5 | -5 | -4 | / | / | 2
COc1ccc(S(=O)(=O)N2CCCC2C(=O)Nc2ccc(C)cc2)cc1 (stereo not drawn) | 2 | -2 | / | 1.4 | 14 | 6 | -6 | -2 | -4 | -6 | 5
COc1ccc(CCC2CCNCC2)cc1 | 2 | 8 | 98 | -0.6 | -6 | 28 | -28 | -14 | 6 | 10 | -2
O=S1(=O)C[C@@H](O)[C@@H](Nc2ccc(Cl)cc2)C1 | -4 | -3 | 96 | 0.7 | -8 | -1 | 1 | 1 | 3 | / | 0
CC(=O)c1cc(C#N)c(SCC(=O)Nc2nccs2)nc1C | -16 | 12 | 64 | -4.5 | -6 | -1 | 1 | 0 | 4 | 44 | -2
COc1cccc(NC(=O)C2CCN(c3cnccn3)CC2)c1 | 0 | 1 | 101 | 0.1 | 3 | / | / | -2 | -1 | -5 | -6

Pulled by structure from the list above, two records:
SMILES | PKA-R2B act | dFosB activator | DSG3 Ab inh | CDK5 p35 inh | Arrestin-AP2 inh | SR-BI DiI-HDL act | SR-BI DiI inh | PKA-R1A act | Mot1-301 SUMO | MITF act | NSD2 HMT inh
O=S1(=O)C[C@@H](O)[C@@H](Nc2ccc(Cl)cc2)C1 | -4 | -3 | 96 | 0.7 | -8 | -1 | 1 | 1 | 3 | / | 0
Cn1c(=O)c2c(nc(N3CCc4ccccc4C3)n2Cc2ccc(Br)cc2)n(C)c1=O | -5 | -2 | 106 | -0.9 | -12 | -2 | 2 | 7 | -6 | -6 | /

Further records
SMILES | PKA-R2B act | dFosB activator | DSG3 Ab inh | CDK5 p35 inh | Arrestin-AP2 inh | SR-BI DiI-HDL act | SR-BI DiI inh | PKA-R1A act | Mot1-301 SUMO | MITF act | NSD2 HMT inh
Cc1ccc(-c2nnn(CC(=O)N(Cc3ccco3)C(C(=O)NC(C)(C)C)c3ccc(C)o3)n2)o1 (stereo not drawn) | -9 | -16 | 180 | -6.1 | -4 | -28 | 28 | -8 | 46 | -21 | 4
COC(CNC(=O)C(=O)NCC1OCCN1C(=O)c1ccc(Cl)cc1)OC (stereo not drawn) | -1 | -3 | 105 | 0.2 | -10 | 8 | -8 | -7 | 7 | -9 | /
CCOC(=O)CC(=O)CSc1nc(-c2ccc3c(c2)OCO3)cc(C(F)(F)F)c1C#N | 2 | -8 | 103 | -1.3 | -2 | 0 | 0 | -3 | 8 | -13 | 4
CCOC(=O)c1nn(-c2ccc(C)cc2)c(C)c1C(C)=O | -10 | -2 | / | -2.0 | 12 | -4 | 4 | -1 | -5 | -2 | 1
CC(=O)c1ccc2c(c1)CC(C)C(=O)N2C (stereo not drawn) | -6 | -5 | 98 | 0.9 | 5 | 12 | -12 | -10 | 6 | 5 | -4
O=C(COCc1cc(-c2ccc3c(c2)OCO3)on1)N1CCCCC1 | -13 | -7 | 105 | 3.1 | 3 | 17 | -17 | 0 | 42 | 43 | 2
CCn1c(O)c2ccc(C(=O)N=NC(=O)c3cccnc3)cc2c1O | -8 | 4 | 104 | -1.1 | 2 | 1 | -1 | -3 | / | -4 | 1
CSc1nncc(-c2ccc(F)c(F)c2)n1 | -10 | 7 | 104 | 1.3 | -2 | -1 | 1 | -2 | -1 | / | 2
Cc1ncc(CN2CCCC(C(=O)Nc3ccc(-c4cscn4)cc3)C2)cn1 (stereo not drawn) | 2 | -3 | / | 0.1 | 43 | 10 | -10 | -13 | -7 | 2 | 0
CC1CCCCC1NC(=O)c1ccc(NS(=O)(=O)c2ccc3[nH]c(=O)[nH]c3c2)cc1 (stereo not drawn) | -6 | -8 | 103 | 0.7 | -7 | 0 | 0 | -12 | -6 | 7 | -1
CNc1nc2c(Cl)cc(Cl)cc2s1 | -6 | -1 | 110 | 1.3 | 9 | -20 | 20 | -2 | -2 | / | 0
O=C(Cc1cccs1)NCc1ccccc1F | -1 | -3 | 99 | -1.4 | 7 | 17 | -17 | 1 | 7 | 44 | /
COC(=O)c1ccc(-n2cncn2)c([N+](=O)[O-])c1 | -7 | 4 | 102 | 2.0 | -12 | 5 | -5 | -1 | 178 | -14 | -1
O=C(NC(=S)NCCC1=CCCCC1)c1ccco1 | 0 | -6 | 100 | -1.8 | 1 | -4 | 4 | -9 | -1 | 37 | 3
Cc1nnsc1S(=O)c1ccccc1Cl (stereo not drawn) | 2 | 7 | 97 | 0.1 | 36 | 3 | -3 | 0 | -12 | 4 | -1
COc1ccc(OC)c2c(C)cc(N3CCN(C(=O)c4ccc(Cl)cc4)CC3)nc12 | 1 | -16 | 106 | -1.8 | -3 | -16 | 16 | -3 | 466 | 1 | 10
O=C(Cn1c(COc2ccccc2)nc2ccccc21)Nc1cc(Cl)cc(Cl)c1 | -7 | -10 | 102 | 0.4 | -7 | -18 | 18 | 1 | 383 | -3 | -7
COc1ccc(C(=O)NC(=S)N2CCNC(=O)C2)cc1Br | 4 | 0 | 99 | 0.6 | -9 | 14 | -14 | -3 | -22 | 0 | -5
O=c1cc(N2CCCCC2)c(-c2ccccc2)nn1Cc1cccc(Cl)c1 | -12 | -2 | / | -0.4 | 16 | 9 | -9 | -2 | 13 | -6 | 0
CCCNS(=O)(=O)c1ccc(OCC(=O)Nc2ccc3c(c2)OCO3)cc1 | 3 | 6 | 103 | 1.2 | 38 | 2 | -2 | -16 | -2 | 0 | 9
O=C1NC(=O)C(Cc2ccccc2)(c2cccnc2)N1 (stereo not drawn) | -7 | 1 | 110 | 0.0 | 7 | -3 | 3 | -2 | -4 | / | 10
O=S1(=O)CC/C(=N\O)c2ccccc21 | 1 | 2 | 109 | 0.8 | 0 | 8 | -8 | 10 | -5 | 7 | 0
COc1cccc(CC2(CO)CCCN(CC3=Cc4cc(Cl)ccc4OC3)C2)c1 (stereo not drawn) | -8 | 0 | 106 | -1.5 | -7 | 18 | -18 | 3 | 100 | 13 | -3
CC1(C(=O)NC(=S)NNC(=O)c2ccncc2)CCCCC1 | -8 | -3 | 101 | -5.6 | -3 | / | / | -12 | -19 | -22 | -3
Cc1ccc(Sc2nnc(-c3ccccc3)cc2C#N)cc1 | 12 | 3 | 90 | 0.6 | 21 | -1 | 1 | -2 | 27 | 8 | 0
CC(C)CNS(=O)(=O)c1ccc(CCC(=O)NCCC2=CCCCC2)cc1 | 3 | 3 | 106 | -0.3 | 15 | -37 | 37 | -10 | 215 | 4 | -1
Cn1c(SCC(=O)NCCc2ccccc2)nnc1C1CCCCC1 | -6 | 7 | / | 0.1 | 1 | / | / | 1 | -14 | 5 | 2
CCOC(=O)c1c(C)[nH]c(C)c1S(=O)(=O)N1CCN(c2ccc(F)cc2)CC1 | 0 | -8 | / | 1.4 | -4 | -27 | 27 | -1 | -9 | 4 | 13
O=C(Nc1nncs1)c1ccc(S(=O)(=O)c2ccccc2)cc1 | -2 | 3 | 103 | -0.1 | 7 | 43 | -43 | -2 | -12 | / | -2
